GSK3 alpha inh: blockers of GSK3A enzyme activity – biochemical, luminescence, cell-free homogeneous, HTS, primary screen | hit rate 0.1% among 320,000 | Glycogen synthase kinase-3 alpha (Homo sapiens), P49840 | GSK-3 alpha kinase, ADP-Glo luminescence, 60 min | AID 2650, 2010 | inhibition, % at 10 µM;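 in the data active = inhibition above about 50%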;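 note: GST-tagged GSK-3 alpha with peptide substrate and 25 µM ATP; 0% = DMSO neutral wells and 100% = GW8510 positive control wells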
Target sequence (P49840 whole entry, looked up): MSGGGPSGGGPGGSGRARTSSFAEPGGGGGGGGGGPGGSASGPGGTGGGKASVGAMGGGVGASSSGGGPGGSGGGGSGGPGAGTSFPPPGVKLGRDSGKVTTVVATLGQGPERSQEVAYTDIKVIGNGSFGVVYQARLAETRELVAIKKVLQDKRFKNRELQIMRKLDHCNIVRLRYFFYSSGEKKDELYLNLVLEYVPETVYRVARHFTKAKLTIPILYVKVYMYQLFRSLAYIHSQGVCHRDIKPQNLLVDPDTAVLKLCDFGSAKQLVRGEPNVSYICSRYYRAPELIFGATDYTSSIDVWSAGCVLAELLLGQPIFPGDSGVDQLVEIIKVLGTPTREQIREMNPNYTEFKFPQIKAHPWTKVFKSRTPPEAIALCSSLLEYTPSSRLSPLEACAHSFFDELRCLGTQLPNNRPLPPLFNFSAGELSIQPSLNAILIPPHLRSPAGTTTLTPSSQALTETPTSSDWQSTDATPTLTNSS
AI-2 QS modul: Vibrio harveyi AI-2 quorum sensing modulators, primary screen, JMH597 strain, luminescence/OD600 ratio; AID 2094, 2009; Vibrio harveyi JMH597 AI-2 luminescence/OD600 ratio, 9 h; active compounds read low; strain lacks LuxN and CqsS sensors; 0 = neutral-control median; activity change, % at 7.5 µM; hit rate 0.4% among 300,000; in the data active = activity change below about -75%, passing the limit was not always enough; inconclusive = no clear call, values can overlap the other calls;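 note: luminescence divided by OD600 gain over 9 h not by final OD600 alone; inactives centre near 13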
PolyA inhibitor: polyadenylation inhibitors in yeast reporter cells, primary screen, luminescence, S. cerevisiae; S. cerevisiae SKY197-pL101 polyadenylation reporter, beta-gal luminescence; efflux-impaired pdr1/pdr3 knockout yeast; score 100 = 6 SD above DMSO; calls only at 12 µM; hit rate 0.02% among 300,000;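 active = lowest replicate activity score at least 50, where 100 means six control SD above control mean; inconclusive = lowest score under 50 but half or more replicates reach 50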;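 note: yeast exposed to compound for 9 h at 30 °C; higher score means more reporter readthrough which indicates perturbed polyadenylation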
IEC-6 cytotox: cytotoxicity in IEC-6 intestinal epithelial cells, primary screen, cytotoxicity control for KLF5 inhibitor project, cell-based, luminescence | hit rate 0.78% among 290,000 | inhibition, % at 5 µM | IEC-6 cytotoxicity, luminescence viability | AID 1825, 2009; in the data active = inhibition above about 22%;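 note: 0% = plate median of test compound wells and 100% = cytotoxic reference compound wells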
HSP90 refold inh: HSP90 inhibitors, primary screen, cell lysate, luminescence | AID 1789, 2009 | Heat shock protein HSP 90 (rabbit reticulocyte lysate; luciferase refolding) | inhibition, % at 5.6 µM | hit rate 0.91% among 290,000 | Rabbit reticulocyte lysate, luciferase refolding luminescence, 3 h;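 active = inhibition above the screen-wide mean plus 3 SD, computed separately per campaign, cut at about 16% in these data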;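 note: 0% = DMSO wells and 100% = 60 µM geldanamycin wells; inhibitors lower the luminescence because luciferase stays unfolded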
GSK3beta inhib: human GSK3beta kinase inhibitors, primary screen, biochemical, cell-free homogeneous, HTS; Glycogen synthase kinase-3 beta (Homo sapiens), P49841; GST-GSK3beta kinase, ADP-Glo luminescence, 60 min; active compounds read low; hit rate 0.038% among 300,000; activity score (negative = inhibition), % at 10 µM;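 active = more than half of replicate wells score below -50%, meaning over 50% inhibition versus plate controls; inconclusive = some replicates but at most half score below -50%; inactive = no replicate scores below -50%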;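 note: 0% = median DMSO wells and -100% = median GW8510 positive control wells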
Target sequence (P49841 whole entry, looked up): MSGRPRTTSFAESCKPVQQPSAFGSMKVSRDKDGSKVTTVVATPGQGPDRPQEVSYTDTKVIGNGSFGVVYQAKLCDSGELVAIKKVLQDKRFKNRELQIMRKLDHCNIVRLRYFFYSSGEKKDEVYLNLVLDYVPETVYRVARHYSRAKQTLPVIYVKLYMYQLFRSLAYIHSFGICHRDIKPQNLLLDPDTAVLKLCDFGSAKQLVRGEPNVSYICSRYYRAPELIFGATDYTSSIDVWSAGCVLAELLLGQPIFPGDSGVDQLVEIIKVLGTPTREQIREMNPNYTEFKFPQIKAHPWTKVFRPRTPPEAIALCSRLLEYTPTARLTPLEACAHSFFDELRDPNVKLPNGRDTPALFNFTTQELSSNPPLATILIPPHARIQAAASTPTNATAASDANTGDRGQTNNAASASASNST
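Assay system: GST-tagged human GSK3beta kinase, cell-free; Input: 1.6 ng GSK3beta; Medium: Tris/MgCl2 kinase buffer; Timing: 60 min enzyme reaction, room temperature; Signal: ADP-Glo luminescence quantifying ADP generated by kinase; Evaluation: score relative to plate controls; Benchmarks: DMSO neutral wells and GW8510 at 20 µM as positive.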
KLF5 inhibitor: KLF5 expression inhibitors, primary screen, DLD-1 cells, luminescence. DLD-1 KLF5 promoter-luciferase reporter. AID 1700, 2009. hit rate 0.23% among 290,000. inhibition, % at 5 µM;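 active = inhibition above a per-plate limit of that plate's mean compound inhibition plus 3 SD, cut at about 60% in these data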;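 note: 0% = DMSO wells and 100% = LY294002 at 200 µM; higher means less KLF5 promoter-driven luciferase light; inactives centre near -14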
HSF1 activator: HSF-1 activators, primary screen, NIH3T3-HGL cells, MG132 stress, luminescence, single point | NIH3T3-HGL HSF-1 luciferase reporter, 8 h; 100% = twice DMSO control signal | activation, % at 9 µM | hit rate 1.7% among 300,000;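 active = mean replicate activation of at least 50% with a set share of replicates each reaching 50%; inconclusive = only one of those two conditions met; inactive = mean below 50% and too few replicates reaching it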;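 note: 0% = median of the neutral control wells and 100% = twice that signal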
aSyn UTR inh: MLPCN primary screen, SNCA 5' untranslated region | AID 1813, 2009 | alpha-synuclein 5'UTR reporter, inhibitor activity | hit rate 0.82% among 300,000 | inhibition, % (tested at 7.5 µM); in the data active = inhibition above about 60%; inconclusive = no clear call, values can overlap the other calls;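 note: H4 neuroglioblastoma cells stably carrying SNCA 5'UTR luciferase fusion; 0% = DMSO wells and 100% = positive control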
HSF1 inhib: HSF1 inhibitors in luciferase reporter cells, primary screen, cell-based, NIH3T3, luminescence; NIH3T3-HGL HSE-luciferase, MG132-induced, luminescence 8 h; active compounds read low; activity change, negative = inhibition, % at 7.5 µM (by protocol); hit rate 0.77% among 300,000; AID 2098, 2009;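 active = more than half of replicate wells show activity change below -50%, luminescence cut by over half; inconclusive = some wells, but at most half, below -50%; inactive = no replicate well below -50%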;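 note: luciferase reports HSF-1 transcriptional activity via heat shock element; 0% = median of DMSO wells and -100% = zero luminescence signal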
* marks the source's active call; other numbers are inactive results; i = inactive; ? = inconclusive; · = not tested or not shown.

Screens in order: GSK3 alpha inh, AI-2 QS modul, PolyA inhibitor, IEC-6 cytotox, HSP90 refold inh, GSK3beta inhib, KLF5 inhibitor, HSF1 activator, aSyn UTR inh, HSF1 inhib
O=C(CSc1ccccc1)NC1=NCCS1
→ -2, 22, i, -4, 2, 1, -21, 16, -6, 15
O=C(c1ccc2c(c1)OCO2)N1CCCC1
→ -3, 2, i, 1, -2, 0, -3, 6, 13, 0
O=C(OCCOc1ccc(Br)cc1)c1ccc(Cl)nc1
→ -2, 2, i, -1, 3, 1, -3, 6, 34, 1
N#C/C(=C(/O)COC(=O)Cc1c[nH]c2ccccc12)c1nc2ccccc2[nH]1
→ 3, 10, i, 2, 1, -4, -18, 4, 16, -10
CNc1nc2cccnc2s1
→ -1, 6, i, 3, 1, 1, -8, 6, -28, -4
CCOC(=O)N1CCN(CC(O)COc2cc(C)cc(C)c2)CC1 (centres undefined)
→ -2, 21, i, -7, -4, -2, -40, -2, 0, -5
COc1ccc(N(C)S(=O)(=O)c2cccc(C(=O)Nc3ccc(OC)nc3)c2)cc1
→ -4, 29, i, 8, -2, -3, 2, 1, -14, 2
COC(=O)c1[nH]c2ccc(C)cc2c1NC(=O)c1ccccc1[N+](=O)[O-]
→ 0, 23, i, 7, 0, 0, -11, 6, 22, 0
CC(=O)NC1C(=O)N=C(SCc2ccccc2)NC1=O (centres undefined)
→ -1, 3, i, -4, 49*, 3, -26, 22, -9, 6
CC(C)c1ccc(/C=N/Nc2cc(N3CCOCC3)nc(N3CCOCC3)n2)cc1
→ -1, ·, ·, -2, -4, ·, -18, ·, ·, ·
CC(=O)N1N=C(c2ccc(Br)cc2)OC1(C)CC(=O)Nc1ccccc1 (centres undefined)
→ 3, -5, i, 0, 0, -3, 0, -30, 7, -8
O=C(CSc1nc(O)c(C2CCCCC2)c(=O)[nH]1)NCC1CCCO1 (centres undefined)
→ -2, 8, i, 0, 4, 0, 9, 4, 27, -2
O=C(NC(=O)c1ccccc1)OCC1CCCN2CCCCC12 (centres undefined)
→ -1, 12, i, 1, 1, -1, -24, 5, 2, -6
O=C(Oc1cccc(NC(=O)c2cccs2)c1)c1cccc(S(=O)(=O)N2CCCC2)c1
→ -3, 21, i, -1, 6, -2, -15, 30, -43, 13
O=C(CNC(=O)c1ccccc1)NC1(C(=O)NC2CCCCC2)CCCCC1
→ 1, 20, i, -2, 2, -6, -16, 1, 19, -1
CCN(CC)S(=O)(=O)c1cc(NC(=O)Cc2n[nH]c(=O)c3ccccc23)ccc1C
→ -2, 30, i, 2, -3, 3, -8, 12, 12, -6
O=C(CCN1C(=O)c2ccccc2C1=O)NCc1ccc(Cl)cc1
→ -1, 22, i, 4, 2, 0, -4, -2, 2, 1
Cc1cc(C)n(-c2nncc(-c3ccccc3)n2)n1
→ -1, -8, i, 4, 3, 4, -26, 29, -76, 19
CC(C)c1nc(N2CCOCC2)c(C#N)c2c1CCCC2
→ 0, 15, i, 5, 0, 8, -9, 3, 8, -3
COc1ccc(NC(=O)c2ccc(NC(=O)CCS(=O)(=O)c3cccs3)cc2)cc1
→ -3, ·, i, -6, -4, ·, -38, -1, -1, -8
O=C(Nc1nnc(-c2ccccc2SCc2ccccc2)s1)Nc1ccccc1F
→ -2, -7, i, 1, 3, -3, -1, 8, -28, 3
CC(NC(=O)CN(C)S(=O)(=O)c1ccc2c(c1)c(=O)n(C)c(=O)n2C)c1ccccc1 (centres undefined)
→ 4, 16, i, 3, -2, -1, 15, 11, 0, -1
Cc1cc(Br)cc2c1NC(=O)C2(c1c(C)n(C)n(-c2ccccc2)c1=O)c1c(C)n(C)n(-c2ccccc2)c1=O
→ 0, 5, i, 4, 1, 4, -17, 37, -2, 4
Cc1nc2ccc(S(=O)(=O)NCC(=O)N3CCC(C)CC3)cc2s1
→ -2, 6, i, -1, -4, -24, 5, -18, 11, -3
O=c1c(-c2ccco2)[n+]([O-])c2ccccc2n1OCc1ccccc1[N+](=O)[O-]
→ -1, 15, i, 4, -5, -2, -16, 2, -58, 4
CCOc1ccc(N(C(C)C(=O)NN=C2CCCCCCC2)S(C)(=O)=O)cc1 (centres undefined)
→ -4, 5, i, -6, -4, 1, -8, -3, 21, 0
CCOc1ccc(C2CC(=O)N(Nc3ccc([N+](=O)[O-])cc3[N+](=O)[O-])C2=O)cc1 (centres undefined)
→ -1, 31, i, -1, 4, -18, 9, 11, -10, -7
O=C(C1CCCN(S(=O)(=O)c2cc(Cl)ccc2Cl)C1)N1CCOCC1 (centres undefined)
→ 1, -5, i, 7, 0, -3, -4, 0, -11, 9
O=C(NC1CC1)c1cc(Cl)ccc1[N+](=O)[O-]
→ -1, 7, i, 7, 1, -2, -30, -6, 16, 0
CC(=O)Nc1ccc(CN2CCc3c([nH]c4ccccc34)C2c2ccccn2)cc1 (centres undefined)
→ 0, 13, i, 14, 6, 0, -12, 2, 21, -5
Cc1ccc(-c2nc3c(c(=O)c4ccccc4n3C)c(=O)n2-c2ccc(F)cc2)cc1
→ -2, 22, i, 4, 2, 3, 9, 14, -20, 1
CCN(CC)S(=O)(=O)c1cc(C(=O)OCC(=O)Nc2cccc(Br)c2)ccc1F
→ -1, 18, i, -1, -6, 3, -18, -43, 15, -27
CCOC(=O)N1CCN(C(=O)CSc2nnc(-c3cc(OC)cc(OC)c3)o2)CC1
→ 6, 8, i, -1, -3, 2, 0, -3, 11, -7
Cc1ccc(N(C(=O)CNC(=O)c2ccco2)C(C(=O)NC2CCCC2)c2ccncc2)cc1C (centres undefined)
→ 0, 3, i, 6, 6, 0, 22, 17, 8, 16
O=C(NC1CCCC1)C(c1cccs1)N(CC1CCCO1)C(=O)Cc1cccs1 (centres undefined)
→ -1, 12, i, 0, 4, 0, -12, 13, 3, -1
O=C(COC(=O)/C=C/c1cccs1)NC1CC1
→ 1, 13, i, -8, 1, 3, 3, 10, 12, -3
Cc1ccc(C(=O)COc2nc(C)cc(C)c2C#N)cc1
→ 2, 4, i, 3, -1, 0, -11, 28, -9, 5
CCC(C(=O)Nc1cccnc1)c1ccccc1 (centres undefined)
→ -4, 16, i, -1, -4, 1, -21, -1, -3, -2
CCOC(=O)Cn1nc(-c2ccccc2)c2cnc3ccc(CC)cc3c21
→ -1, 9, i, -1, 5, 3, -4, -14, 19, -3
COc1ccc(C2NC(=S)NC3=C2N2CCC3CC2)cc1 (centres undefined)
→ -2, ·, i, 1, -2, -3, -6, -7, 0, 0
O=C(CCN1C(=O)c2ccc([N+](=O)[O-])cc2C1=O)Nc1cccc(O)c1
→ 0, 25, i, 2, -1, -3, -9, -18, -6, -4
OC(c1ccccc1)C(CN1CCOCC1)c1ccccc1 (centres undefined)
→ 0, 3, i, 3, 0, 2, -10, 13, 2, -2
CCOC(=O)C1C(=O)C(C(=O)OCC)C(c2cccnc2)NC1c1cccnc1 (centres undefined)
→ 0, 15, i, 3, 3, -8, -21, -11, 5, -15
CCCC(C)NC(=O)CN1C(=O)c2cccc3cccc1c23 (centres undefined)
→ 0, 13, i, 9, 4, 1, 5, -2, 2, -7
CC1(C)CC(=O)C2=C(C1)NC(=O)NC2c1ccc([N+](=O)[O-])cc1 (centres undefined)
→ -2, 9, i, 0, -2, 1, 4, 28, -4, 6

Some of the entries above in a different format:
mol	GSK3 alpha inh	AI-2 QS modul	PolyA inhibitor	IEC-6 cytotox	HSP90 refold inh	GSK3beta inhib	KLF5 inhibitor	HSF1 activator	aSyn UTR inh	HSF1 inhib
O=C(CCN1C(=O)c2ccc([N+](=O)[O-])cc2C1=O)Nc1cccc(O)c1	0	25	i	2	-1	-3	-9	-18	-6	-4
OC(c1ccccc1)C(CN1CCOCC1)c1ccccc1 (centres undefined)	0	3	i	3	0	2	-10	13	2	-2

Remaining list, next part.
Screens in order: GSK3 alpha inh, AI-2 QS modul, PolyA inhibitor, IEC-6 cytotox, HSP90 refold inh, GSK3beta inhib, KLF5 inhibitor, HSF1 activator, aSyn UTR inh, HSF1 inhib
COC(=O)CCc1c(COC(C)=O)[nH]c(C(=O)OCc2ccccc2)c1C
→ 1, 12, i, 1, -4, 6, -10, -50, -3, -35
CC(=O)OC(COc1ccccc1)Cn1cnc2cc(C)c(C)cc21 (centres undefined)
→ 0, 14, i, -10, 0, 3, -8, -5, 10, -5
Cc1ccc(CNC(=O)C2CCC(=O)N(CC3CCCCC3)C2)o1 (centres undefined)
→ -4, 11, i, -9, 1, 2, -23, 0, -4, -4
COc1ccc(C(C(=O)NC2CCCCC2)N(C(=O)c2sc(C)nc2C)c2ccc(OC)cc2)cc1 (centres undefined)
→ 0, 10, i, -7, -2, 2, -11, 12, 5, 0
COc1ccc(N/C(=C/[N+](=O)[O-])SC)cc1
→ 6, 24, i, 4, 7, 3, -8, 13, -7, 5
O=C(COc1ccccc1F)NNC(=O)c1ccc(N2CCCCC2)c([N+](=O)[O-])c1
→ -3, 14, i, -3, 1, -1, 1, 14, 12, -4
Cc1ccc2c(c1)N(C(=O)CCC(=O)NCCCN1CC(C)CC(C)C1)CCO2 (centres undefined)
→ -2, 22, i, -4, -2, -3, -20, -9, -9, -2
CC1CCC(C(C)C)C(OC(=O)Cn2c(-c3ccc(Cl)cc3)[n+](C)c3ccccc32)C1 (centres undefined)
→ 10, 6, ·, 8, 4, -8, -17, 11, ?, -4

Not all compounds are listed, so the mix of outcomes need not match the whole.
